# GLS inh = blocks human kidney-isoform glutaminase activity; Potency, µM (top dose mostly 45.5 µM), for inactives: at the highest dose activity change, negative = inhibition, usual class: inhibitors; 410,000 compounds, 0.21% hits; GLS enzymatic activity, qHTS titration; AID 624170; further: on the % scale 0 is the no-effect control and ±100 the full control effect
# Target sequence (O94925 whole entry, looked up, canonical isoform): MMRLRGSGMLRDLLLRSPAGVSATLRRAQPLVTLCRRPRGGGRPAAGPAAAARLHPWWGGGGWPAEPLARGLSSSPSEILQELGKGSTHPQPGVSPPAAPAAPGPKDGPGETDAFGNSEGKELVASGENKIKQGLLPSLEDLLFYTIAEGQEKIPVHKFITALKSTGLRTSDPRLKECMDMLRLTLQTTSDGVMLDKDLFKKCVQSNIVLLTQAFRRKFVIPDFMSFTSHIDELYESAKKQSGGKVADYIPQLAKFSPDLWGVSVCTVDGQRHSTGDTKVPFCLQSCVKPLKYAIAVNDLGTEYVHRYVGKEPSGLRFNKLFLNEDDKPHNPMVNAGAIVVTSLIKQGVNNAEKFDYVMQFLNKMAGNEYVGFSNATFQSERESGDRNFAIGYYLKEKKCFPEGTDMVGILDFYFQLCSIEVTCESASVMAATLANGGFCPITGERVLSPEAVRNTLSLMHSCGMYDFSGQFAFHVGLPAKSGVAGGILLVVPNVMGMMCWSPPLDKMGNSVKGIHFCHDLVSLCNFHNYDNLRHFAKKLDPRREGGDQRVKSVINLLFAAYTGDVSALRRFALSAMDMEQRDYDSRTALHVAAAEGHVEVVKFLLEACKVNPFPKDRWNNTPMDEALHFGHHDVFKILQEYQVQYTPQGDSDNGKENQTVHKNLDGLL
#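 Two-point fluorescence kinetic (t0, 30 min RT) for hKGA; glutamate detected via glutamate oxidase–HRP–Amplex Red. Substrate: 1 mM L-glutamine solution; buffer 45 mM KH2PO4, pH 8.2.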
# ALOX12 inh = ALOX12 (human) lipoxygenase inhibition; P18054; purified 12hLO, xylenol orange hydroperoxide absorbance; Potency, µM (doses to about 108 µM), for the others: at the top dose activity change, negative = inhibition, actives largely listed as inhibitors; 580,000 compounds, 1.1% hits; further: on the % scale 0 is the no-effect control and ±100 the full control effect
#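 Hydroperoxide product was detected by ferrous iron/xylenol orange as the 573 to 405 nm absorbance ratio. Arachidonic acid at 40 uM (final) was turned over for 30 min at room temperature by 150 nM human 12hLO, pH 7.0 Hepes buffer, after 15 min compound preincubation.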
# JMJD2A Tudor = blocks the human JMJD2A Tudor domain | O75164 | AlphaScreen JMJD2A-Tudor / H3K4me3 peptide binding | Potency, µM (highest dose often 114 µM), without a hit: top-dose activity change, negative = inhibition, hits mostly inhibitors | 390,000 compounds, 4.4% hits | AID 504339; further: on the % scale 0 is the no-effect control and ±100 the full control effect; nearly all actives have a fitted effect of over 50% in size
# TrxR1 inh = blocks rat thioredoxin reductase 1; O89049; AID 588453; Potency, µM (top dose mostly 114 µM), for inactives: top-dose activity change, negative = inhibition, most hits filed as inhibitors; recombinant rTrxR1, NADPH fluorescence consumption, selenite substrate; 390,000 compounds, 1% hits; further: on the % scale 0 is the no-effect control and ±100 the full control effect; nearly all actives have a fitted effect of over 65% in size
#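 Rat TrxR1 (90 nM in the dispensed reagent) was pre-reduced with 400 uM NADPH for 5 min at room temperature, then incubated with compound for 15 min. After 400 uM selenite was added, NADPH fluorescence (Ex 340/Em 450 nm) was followed for 8 min.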
# ERG Ets-DNA blk = inhibitors of human ERG Ets domain-DNA interaction; P11308; fluorescence polarization, His-ERG Ets domain / labelled DNA; Potency, µM (titrated, usually from 76.9 µM), without a hit: top-dose FP activity, negative = inhibition, hits mostly inhibitors; 370,000 compounds, 0.028% hits; AID 624246; active means well fitted inhibition curve with a large enough effect in the polarisation, with a control signal flat; inconclusive means small, poorly fitted or top-dose-only effect, or effect the other way, or a change in a side signal; inactive means no such curve, though single readings can be large or run the other way; the % refers to the polarisation;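 further: polarization taken with two DNA probes labelled with fluorescein and Texas red; % of control where 0% means no effect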
#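 His-tagged ERG Ets domain (1 uM in the protein solution; 300mM KCl, 50mM Tris-HCl, 1mM EDTA, 1mM DTT, pH 7.5) received compound, then a probe mix of 5 nM fluorescein-DNA and 100nM Texas-615-DNA. Fluorescence polarization was read for both dyes.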
# Pin1 inh = human Pin1 inhibition; Q13526; Pin1 FP peptide displacement, HiFluor488, 10 min; Potency, µM (top dose mostly 115 µM), without a hit: top-dose activity, negative = inhibition, hits mostly inhibitors; AID 504891; 390,000 compounds, 0.009% hits; active means well fitted inhibition curve with a large enough effect in the polarisation, with a control signal flat, not every such curve was filed as active; inconclusive means small, poorly fitted or top-dose-only effect, or effect the other way, or a change in a side signal; inactive means no such curve, though single readings can be large or run the other way; the % refers to the polarisation; further: on the % scale 0 is the no-effect control and ±100 the full control effect
# Target sequence (Q13526 whole entry, looked up): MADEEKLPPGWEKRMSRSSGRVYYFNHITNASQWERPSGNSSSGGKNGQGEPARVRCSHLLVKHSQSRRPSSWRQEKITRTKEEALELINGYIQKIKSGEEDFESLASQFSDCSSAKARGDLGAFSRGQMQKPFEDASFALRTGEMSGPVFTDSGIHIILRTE
# PGK inhibitor = T. brucei PGK inhibition; PGK/GAPDH coupled, Kinase-Glo luminescence, 60 min; 380,000 compounds, 0.043% hits; Potency, µM (top dose mostly 57.5 µM), for the others: top-dose activity change, negative = inhibition, usual class: inhibitors; P07378; further: on the % scale 0 is the no-effect control and ±100 the full control effect; nearly all actives have a fitted effect of over 60% in size
#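 Recombinant glycosomal PGK reaction used 1,3-bisphosphoglycerate generated in-well by GAPDH (100nM final) in 100mM TEA pH 7.6, 5mM MgCl2, 0.01% Tween-20. After 60 minutes at room temperature, ATP was read by Kinase-Glo Plus luminescence end-point.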
# RGS4 inh = inhibitors of human regulator of G protein signaling 4; P49798; 390,000 compounds, 0.039% hits; Transcreener GDP fluorescence polarization, RGS4-accelerated GTP hydrolysis; Potency, µM (highest dose often 114 µM), inactives show top-dose activity change, negative = inhibition, actives largely listed as inhibitors; further: on the % scale 0 is the no-effect control and ±100 the full control effect; nearly all actives have a fitted effect of over 75% in size; some results filed as inactive show a strong effect at the top dose
# Target sequence (P49798 whole entry, looked up): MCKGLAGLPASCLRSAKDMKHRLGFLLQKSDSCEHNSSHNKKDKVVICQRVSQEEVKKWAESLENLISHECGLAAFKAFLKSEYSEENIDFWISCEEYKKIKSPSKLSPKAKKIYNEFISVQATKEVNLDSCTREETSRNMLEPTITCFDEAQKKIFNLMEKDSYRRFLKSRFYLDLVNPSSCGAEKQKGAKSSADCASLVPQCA
#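 MLSMR compounds (23 nl, pin-transferred) preincubated 10 min at room temperature with a 500nM (2x) first reagent, then RGS4 at 900nM (2x) plus Transcreener GDP mix added; fluorescence polarization (620/688 nm) read before and after 90 min at 30 °C.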
# HP1b chromo inh = blocks HP1-beta chromodomain binding to methylated histone tails | AID 540317 | Potency, µM (doses to about 114 µM), without a hit: at the top dose activity change, negative = inhibition, actives largely listed as inhibitors | 390,000 compounds, 0.56% hits | AlphaScreen HP1-beta / biotin-H3K9me3 peptide binding | P83916; further: nearly all actives have a fitted effect of over 70% in size; inactives centre near 23
#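 Compound inhibition of the preformed complex between 50 nM HP1-beta and 50 nM biotinylated H3K9me3 peptide was read by AlphaScreen. Buffer was PBS pH 7.4 with 0.01% Tween-20. Incubations ran 30 min at room temperature, with 10 ug/mL donor/acceptor beads.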
# An asterisk follows results filed as active; i = inactive; u = inconclusive; x = not tested or not shown; & = joins results of further samples; [ ] = dose if it differs, or a comment. Unless noted, the call rests on the fitted dose curve; in most records, active means well fitted curve in the direction sought with a large enough effect; inconclusive means small, poorly fitted or top-dose-only effect, or another doubt; inactive means no such curve, though single readings can be large; an effect the other way counts as inactive or inconclusive. Potency means the concentration at half of the fitted maximal effect. Not all compounds are listed. The share of hits here may be higher or lower than overall.
RGS4 inh	HP1b chromo inh	GLS inh	ERG Ets-DNA blk	Pin1 inh	ALOX12 inh	JMJD2A Tudor	TrxR1 inh	PGK inhibitor	canonical_smiles
-11.6%	27.0%	34.2%[activator]	x	7.7%	-8.3%	2.3%	11.4%	i	COC(=O)C1C(C(C)C)N(c2ccccc2)OC1(C)O (configuration not stated)
-1.5%	35.6%	-7.4%	1.8%	3.1%	75.3%&-5.5%[activator]	-13.2%	3.6%	3.4%	CCOC(=O)N1CCN(Cc2nc3cc(NC(=O)c4ccc(OC)cc4)ccc3n2C(C)C)CC1
11.9%	-1.0%	10.0%	-3.7%	1.8%	-15.2%	-18.5%	-0.6%	16.6%	O=C(NCC1COc2ccccc2O1)c1ccc(-n2cncn2)c([N+](=O)[O-])c1 (configuration not stated)
5.5%	17.9%	3.4%	-1.6%	-4.9%	-0.2%	-2.8%	25.7%[57.1 µM]	-11.5%	CCC(C)(C)NC(=O)CN(C(=O)C(=O)Nc1ccc2c(c1)OCCO2)N1CCOCC1
-9.5%	29.1%	2.2%	0.3%	14.4%	u	-10.9%	3.9%	-7.2%	CCc1ccc(S(=O)(=O)c2cn(CC(=O)Nc3ccc(F)c(Cl)c3)c3ccccc3c2=O)cc1
16.6%	25.4%	7.3%	4.4%	1.3%	-3.1%	5.8%	-3.9%[57.1 µM]	3.3%	COC(=O)Cn1nnc2c(cnn2-c2ccccc2)c1=O
-11.2%	u	-1.4%	1.1%	-0.6%	17.0%	u	11.8%	-6.5%	COc1ccc(NC(=O)CSc2nnc(Cc3cccn3C)n2-c2ccc(C)cc2)cc1OC
3.4%	10.3%	3.8%	-4.9%	-1.0%	-3.6%	-8.5%	4.6%[57.1 µM]	-2.7%	O=S(=O)(Nc1cccc(-c2ccc3nncn3n2)c1)c1ccccc1F
-10.5%	40.5%	-13.3%	-8.6%	-3.6%	-12.3%&0.0%	-21.4%	17.1%	-9.0%	CC(C)N=C(N)N=C(N)Nc1ccc(Cl)cc1
-19.0%	2.7%	14.8%	2.7%	-0.9%	1.6%&-19.7%	-15.4%	-5.6%	-8.3%	COc1ccccc1Cn1nnc2c(=O)[nH]c(C3CCN(C(=O)c4ccc(C)cc4)CC3)nc21
-1.0%	29.8%	25.1%	-0.2%	-0.7%	16.3%	-11.6%	14.8%[57.1 µM]	i	Cc1cc(C)cc(OCC(=O)NNC(=O)c2cc(C)[nH]n2)c1
-2.6%	36.0%	9.5%	-6.6%	7.1%	0.0%	2.0%	2.0%	-7.5%	COc1cccc2cc(CC(=O)c3ccc(C)cc3C)c(=O)oc12
4.5%	22.0%	-4.9%	1.6%	4.3%	11.2%	-10.1%	12.0%	-5.5%	CS(=O)(=O)N(CC(=O)N1CCCCCC1)Cc1ccc(Cl)cc1
-27.3%	u	-10.4%	0.4%	0.4%	39.4%	u	26.3%[57.1 µM]	-0.8%	N#Cc1nc(COc2ccccc2Cl)oc1N1CCCC1
4.3%	31.1%	-0.1%	9.6%	-2.2%	0.4%	-12.7%	30.0%	-0.2%	CC1CCC(N(C(=O)c2csnn2)C(C(=O)NC(C)(C)C)c2cccnc2)CC1 (configuration not stated)
20.2%	5.0%	-3.8%	x	3.4%	u	-19.9%	20.7%	-0.9%	Cc1c(C(=O)NCC2COc3ccccc3O2)oc2ccc(S(=O)(=O)N(C)C3CCCCC3)cc12 (configuration not stated)
-9.5%	21.8%	-0.2%	3.6%	-6.3%	0.9%	-3.8%	24.3%	-0.7%	CCOC(=O)C1CCN(C(=O)COc2ccc(S(=O)(=O)NC(C)C)cc2)CC1
34.0%	7.7%	2.8%	8.0%	-1.7%	0.4%	-8.4%	-2.0%[57.1 µM]	-6.7%	O=C(Nc1ccc(NC(=O)C2CCCCC2)cn1)c1ccco1
6.7%	29.2%	0.6%	2.2%	-1.0%	0.8%	-11.7%	14.8%	-8.4%	COc1ccc(CC(=O)NCc2nnc(SCC(=O)Nc3ccccc3)n2C)cc1
6.6%[11.4 µM]	82.8%[activator]	-4.8%	-0.2%	-3.0%	0.0%	4.7%[57.1 µM]	15.9%[57.1 µM]	-3.0%	Cc1cccn2c(=O)c3cc(C(=O)N4COCC4(C)C)n(C)c3nc12
-5.9%	40.8%[activator]	2.0%	-10.1%	1.1%	6.8%	-16.6%	20.7%	-4.9%	Cc1onc(-c2ccccc2Cl)c1C(=O)OCC(=O)N1CCC(C)CC1
17.4%	2.8%	-2.3%	14.5%	3.0%	8.3%	-15.6%	16.3%	-6.7%	O=C(CCN1CCOCC1)NCc1ccccc1
12.6%	120.2%[activator]	5.7%	x	0.5%	-8.0%	53.1%[activator]	-1.8%	-0.4%	Cc1ccc(SCCC(=O)Nc2ccc(Br)c(C)c2)cc1
-21.4%	36.7%	-6.2%	0.5%	7.0%	-1.2%	-1.5%	14.8%[57.1 µM]	i	Cc1nc2sc(C(=O)OCC(=O)N3c4ccccc4CC3C)c(C)c2c(=O)[nH]1 (configuration not stated)
7.4%	26.0%	5.1%	-0.5%	-9.7%	11.8%	-1.8%	11.7%	-7.2%	CCS(=O)(=O)N1CCC(c2nc3ccccc3[nH]2)CC1
-1.5%	5.2%	17.9%	6.7%	0.5%	6.8%	-16.0%	13.9%[57.1 µM]	-7.9%	CCOc1ccccc1CN1CCN(Cc2cccc3nonc23)CC1CCO (configuration not stated)
-26.8%	12.9%	3.3%	-0.8%	-3.6%	2.0%	-8.6%	20.6%	4.4%	CCNS(=O)(=O)c1ccc2c(c1)n(C)c(=O)n2C
1.1%	17.1%	6.7%	-1.3%	-0.2%	11.7%	-7.6%	6.4%[57.1 µM]	1.8%	CCOc1ccc(S(=O)(=O)NCCC(=O)N2CC(C)CC(C)C2)cc1 (configuration not stated)
9.4%	30.1%	6.1%	-2.5%	2.1%	3.8%	-11.9%	-7.7%[57.1 µM]	-5.9%	COc1ccc(/C=N/NC(=O)OC(C)(C)C)cc1OC
8.6%	8.3%	2.5%	-2.8%	1.3%	-11.1%	-14.5%	-1.3%	-7.7%	CCN(C1CCS(=O)(=O)C1)S(=O)(=O)c1ccc(OC)c(OC)c1 (configuration not stated)
15.2%	13.0%	7.6%	-14.0%	-9.6%	-3.9%	-16.6%	6.2%	-8.9%	O=C(COC(=O)c1ccc(Cl)cc1[N+](=O)[O-])NC(=O)c1ccccc1
0.8%	30.3%	3.1%	-6.8%	-0.8%	-3.2%	3.4%	1.6%	-0.2%	CCOc1ccc(C(=O)NCC(=O)N2CCc3ccccc3C2)cc1OCC
u	36.8%	-4.9%	0.7%	u	u	-23.5%	12.9%[57.1 µM]	-3.2%	COc1ccc2c(CSc3nc4nc(C)cc(C)n4n3)cc(=O)oc2c1
-0.1%	10.9%	3.5%	-5.2%	-3.2%	1.7%	u	7.9%[57.1 µM]	8.2%	COc1cc(N2C(=O)c3ccccc3C2=O)c(Cl)cc1C(=O)OCC(=O)N(C)C
-15.3%	15.7%	-1.7%	6.9%	0.5%	0.9%	-3.8%	-14.8%	i	CC(C)CC(=O)Nc1cccc(NC(=O)CC(C)C)n1
40.6%	23.7%	4.3%	1.1%	2.2%	0.0%	-6.9%	3.2%	-4.0%	CN(CC(=O)NC1CC1)S(=O)(=O)c1cc(Cl)ccc1Cl
19.3%	19.5%	2.0%	-3.1%	2.2%	-7.7%	-21.4%	10.8%	-5.4%	CC(Sc1nnc(-c2ccc(OC(F)F)cc2)n1N)C(=O)NCC1CCCO1 (configuration not stated)
-12.3%	47.4%[activator]	-7.5%	3.8%	0.1%	x	-23.9%	16.8%[57.1 µM]	-2.2%	CN(Cc1ccccc1)C(=O)c1[nH]cnc1C(=O)N[C@@H](CCCCNC(=O)OC(C)(C)C)C(=O)OC(C)(C)C
4.1%	15.8%	-5.5%	-1.2%	u	2.8%	39.8µM*	11.2%[57.1 µM]	-15.6%	CSCCC(NC(=O)/C(=C/c1ccco1)NC(=O)c1ccco1)C(=O)O (configuration not stated)
0.1%	21.4%	-6.8%	4.4%	3.7%	6.0%	-4.4%	-15.5%[57.1 µM]	-0.9%	O=S(=O)(/N=C(/c1ccccc1)N1CCCCCC1)c1ccccc1
-24.8%	13.6%	1.4%	-3.6%	-5.2%	u	-18.9%	-11.2%	-6.1%	CCOC(=O)C(=O)Nc1nc(-c2ccc3c(c2)CCN3C(=O)C2CC2)c(C)s1

# 4 records drawn at random from the list so far:
RGS4 inh	HP1b chromo inh	GLS inh	ERG Ets-DNA blk	Pin1 inh	ALOX12 inh	JMJD2A Tudor	TrxR1 inh	PGK inhibitor	canonical_smiles
-15.3%	15.7%	-1.7%	6.9%	0.5%	0.9%	-3.8%	-14.8%	i	CC(C)CC(=O)Nc1cccc(NC(=O)CC(C)C)n1
-12.3%	47.4%[activator]	-7.5%	3.8%	0.1%	x	-23.9%	16.8%[57.1 µM]	-2.2%	CN(Cc1ccccc1)C(=O)c1[nH]cnc1C(=O)N[C@@H](CCCCNC(=O)OC(C)(C)C)C(=O)OC(C)(C)C
40.6%	23.7%	4.3%	1.1%	2.2%	0.0%	-6.9%	3.2%	-4.0%	CN(CC(=O)NC1CC1)S(=O)(=O)c1cc(Cl)ccc1Cl
-0.1%	10.9%	3.5%	-5.2%	-3.2%	1.7%	u	7.9%[57.1 µM]	8.2%	COc1cc(N2C(=O)c3ccccc3C2=O)c(Cl)cc1C(=O)OCC(=O)N(C)C
